# Compound activity: PubChem, Emory University Molecular Libraries Screening Center
# Hsp90 inh: tumor Hsp90 inhibitors, primary screen, cell lysate, fluorescence polarization, NCI-N417 lysate. Heat shock protein HSP 90-alpha (Homo sapiens), P07900. Cy3B-geldanamycin FP displacement. inhibition, % at 30 µM. actives 0.35% (n = 64,000);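 active = inhibition above 50%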;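 also: 0% = tracer plus lysate wells and 100% = tracer alone without lysate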
# Numbers without * were called inactive.
SMILES,Hsp90 inh
O=C1N(c2ccccc2)c2ccccc2C1(Cc1ccncc1)Cc1ccncc1,0
CC(=O)O[C@]1(C(C)=O)CC[C@H]2[C@@H]3C=C(Cl)C4=CC(=O)[C@@H]5C[C@@H]5[C@]4(C)[C@H]3CC[C@@]21C,2
CN(C)C/C=C(/c1ccc(Br)cc1)c1cccnc1,3
COc1nc(C)nc(Cl)c1NC1=NCCN1,1
O=C1NCC2(CCN(CCc3ccccc3)CC2)O1,-2
CCCOc1ccccc1-c1nc2n[nH]nc2c(=O)[nH]1,3

# Two entries from above, tab-delimited:
SMILES	Hsp90 inh
CN(C)C/C=C(/c1ccc(Br)cc1)c1cccnc1	3
O=C1N(c2ccccc2)c2ccccc2C1(Cc1ccncc1)Cc1ccncc1	0

# Compounds from the list above that have four or more nitrogen atoms, in the order listed:
SMILES,Hsp90 inh
COc1nc(C)nc(Cl)c1NC1=NCCN1,1
CCCOc1ccccc1-c1nc2n[nH]nc2c(=O)[nH]1,3

# Only part of the results is shown; rates above refer to the full screens.
